Screening data deposited in PubChem by The Scripps Research Institute Molecular Screening Center.
TEAD-YAP block: TEAD-YAP interaction inhibition; HEK-TIYL cells, TEAD-Gal4/YAP UAS-luciferase luminescence; hit rate 1.4% among 640,000; inhibition, % at 9.12 µM; AID 1259422; in the data active means inhibition above about 32%;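 further: 0% = median of test compound wells and 100% = reference inhibitor wells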
FBW7 activator: human FBW7 E3 ligase activation, primary screen | hit rate 0.13% among 650,000 | AlphaScreen FBW7–phospho-cyclin E peptide binding, activator screen | Q969H0 | normalized activity (activation), % at 26.1 µM | AID 1259310; in the data active means normalized activity above about 1.9%;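 further: purified mutant Fbw7 with reduced substrate affinity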
MITF primary: blocks human microphthalmia-associated transcription factor. hit rate 0.91% among 650,000. O75030. inhibition, % at 2.6 µM. AlphaScreen MITF homodimerization, bead proximity signal; in the data active means inhibition above about 50%;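 further: 0% = vehicle wells with protein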
Target sequence (O75030 whole entry, looked up): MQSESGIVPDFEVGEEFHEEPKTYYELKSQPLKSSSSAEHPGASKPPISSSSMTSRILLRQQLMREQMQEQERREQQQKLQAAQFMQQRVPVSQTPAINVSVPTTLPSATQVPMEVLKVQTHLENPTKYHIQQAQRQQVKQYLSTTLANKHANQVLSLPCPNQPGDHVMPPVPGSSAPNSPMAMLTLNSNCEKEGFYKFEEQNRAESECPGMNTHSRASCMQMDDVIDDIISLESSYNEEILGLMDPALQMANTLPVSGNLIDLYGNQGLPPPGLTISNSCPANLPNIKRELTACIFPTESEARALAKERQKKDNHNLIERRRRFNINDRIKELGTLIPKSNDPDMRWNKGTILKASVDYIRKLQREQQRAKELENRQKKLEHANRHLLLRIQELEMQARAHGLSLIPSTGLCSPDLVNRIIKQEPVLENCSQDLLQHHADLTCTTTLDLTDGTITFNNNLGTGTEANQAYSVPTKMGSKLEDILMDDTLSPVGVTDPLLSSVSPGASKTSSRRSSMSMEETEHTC
GPR151 activ: activates the human receptor GPR151; hit rate 1% among 650,000; activation, % at 11.2 µM; Q8TDV0; AID 1508602; PathHunter beta-arrestin GPR151 cells, luminescence; in the data active means activation above about 4.9%;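 further: 0% = median of compound wells and 100% = cells with positive control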
Target sequence (Q8TDV0 whole entry, looked up): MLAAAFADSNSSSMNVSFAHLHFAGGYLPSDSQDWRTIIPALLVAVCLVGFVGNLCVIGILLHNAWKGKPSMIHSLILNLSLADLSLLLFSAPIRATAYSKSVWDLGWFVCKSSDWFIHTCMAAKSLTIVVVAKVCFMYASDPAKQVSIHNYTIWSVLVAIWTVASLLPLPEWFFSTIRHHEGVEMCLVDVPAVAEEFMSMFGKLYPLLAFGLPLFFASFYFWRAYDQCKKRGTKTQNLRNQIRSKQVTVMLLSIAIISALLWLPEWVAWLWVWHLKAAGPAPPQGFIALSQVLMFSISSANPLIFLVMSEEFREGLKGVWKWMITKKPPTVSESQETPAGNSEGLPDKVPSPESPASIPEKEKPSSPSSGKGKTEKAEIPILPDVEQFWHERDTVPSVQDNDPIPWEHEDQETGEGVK
An asterisk follows results filed as active; / = no result given.

canonical_smiles,TEAD-YAP block,FBW7 activator,MITF primary,GPR151 activ
COc1ccc(-n2nc3cc(C)c(NC(=O)COc4ccc(C)cc4)cc3n2)cc1,-3,0.3,3,-0.8
Cc1ccc(F)cc1S(=O)(=O)NCc1nc(N2CCCC2)c2cccc(C)c2n1,-3,0.4,6,0.7
COc1ccc(C)cc1NC(=O)C(=O)N1CCCCC1,1,0.1,7,-1.9
CC(C)c1nc2ccccc2c2nn(CC(=O)N(C)C)c(=O)n12,2,0.9,22,-1.8
CC1=C(C(=O)OCC(C)C)C(c2ccccc2)N2C(=O)CCSC2=N1 (stereo not given),-4,0.0,2,-0.4
CC(/C=C(\C#N)S(=O)(=O)c1ccccc1)c1ccccc1 (stereo not given),2,0.0,2,-0.1
COc1cccc(/C=N/Nc2ncnc(N)c2[N+](=O)[O-])c1OC,46*,-0.2,18,-6.0
CCCCCCCC(=O)c1ccc(CCc2ccc(C(=O)CCCCCCC)cc2)cc1,9,-0.2,8,0.5
CC(=O)Nc1c2ccccc2n2c(C)nc3c4ccccc4[nH]c3c12,6,0.2,4,-1.3
Cc1sc2c(c1C)c(=O)n(-c1ccccc1)c(=O)n2CCC#N,-1,-0.1,8,-0.9

(cont.)
canonical_smiles,TEAD-YAP block,FBW7 activator,MITF primary,GPR151 activ
O=C(c1ccccc1)c1nccc2ccccc12,-11,0.2,-4,-0.2
O=C(Nc1c2c(nn1-c1cccc(Cl)c1)CS(=O)(=O)C2)c1cccc(F)c1,-10,0.0,-8,-0.6
N#C/C(=C\c1ccccc1OCCOc1ccc(Br)cc1)C(N)=O,-15,0.5,4,2.6
O=C(N/N=C/c1ccc(OC(F)(F)F)cc1)c1ccncc1,-5,-0.3,-2,-0.4
O=C(/C=C/c1ccc([N+](=O)[O-])s1)N1CCN(c2ccccc2)CC1,4,-0.1,2,-0.8
O=C1c2oc3ccccc3c(=O)c2C(c2ccccc2F)N1c1ccccn1 (stereo not given),-14,0.0,5,0.8
COc1ccc(C2C3=C(CCCC3=O)Nc3ncnn32)cc1 (stereo not given),0,0.0,4,3.5
N/C(=N\OC(=O)c1cc(Br)ccc1Cl)c1ccccn1,25,0.1,-9,-3.1
CCSc1nc2c(c(=O)[nH]1)C(c1cccs1)C(C(=O)OC)=C(C)N2 (stereo not given),-5,0.0,2,1.0
Cc1ccc(-c2nc3cc(C)c(C)cc3nc2-c2ccc(C)cc2)cc1,3,0.2,2,-0.2

New compounds follow:
canonical_smiles,TEAD-YAP block,FBW7 activator,MITF primary,GPR151 activ
COc1ccccc1C(=O)Nc1nc(-c2ccc(F)cc2)cs1,3,0.6,-3,0.6
COCCN(CCOC)S(=O)(=O)c1ccc(C(=O)Nc2nc3ccc(C)cc3s2)cc1,-3,-0.1,0,-0.1
O=C(NCCc1ccc(O)cc1)c1csc(N2CCN(Cc3ccc4c(c3)OCO4)CC2)n1,0,-0.1,2,2.2
O=S(=O)(Nc1cccnc1)c1ccc(F)cc1,-8,0.8,1,0.1
Cc1c(CNCc2ccccc2Br)c(C(=O)O)c(C)n1Cc1ccc(F)cc1,-1,0.0,12,0.9
CCOc1ccccc1NC(=O)CCc1nc2cccnc2n1Cc1ccc(OC)cc1,-13,1.3,14,-0.7
Cc1ccccc1NS(=O)(=O)c1ccc2c(c1)n(C)c(=O)c(=O)n2C,11,0.1,16,-0.9
Cc1cccc(-c2noc(CN(C)S(=O)(=O)c3cc(Cl)ccc3Cl)n2)c1,-5,0.1,6,-0.3
CCCCc1nc(N)c(C#N)c(-c2ccccc2Cl)c1CCC,-4,0.2,16,-1.4
Oc1c(Br)cc(/C=C/c2ccc3cccc(O)c3n2)cc1Br,17,0.3,7,-0.8

Continuation:
canonical_smiles,TEAD-YAP block,FBW7 activator,MITF primary,GPR151 activ
CCOc1ccc(C(C)=O)cc1CN1CCCCC1,-4,-0.3,0,0.1
CC(=O)Oc1ccc(C(=O)Nc2ccc(C)cc2C)cc1,-27,-0.1,-4,-0.8
Cc1cc(NC(=O)CSc2nc3[nH]ncc3c(=O)[nH]2)no1,14,0.1,0,1.0
COCCNC(=O)c1ccc(N(Cc2ccc(C)cc2)S(C)(=O)=O)cc1,-5,0.6,2,0.7
N#CC1=C(N)Oc2n[nH]c(-c3ccc(Cl)cc3)c2C1c1ccc([N+](=O)[O-])s1 (stereo not given),8,-0.6,37,-1.5
Cc1cc(-c2cnc(N3CCOCC3)nc2C2CCCN(C(=O)c3ccncc3)C2)on1 (stereo not given),-5,0.0,7,0.4
COc1ccc(C2NCCc3c2[nH]c2ccccc32)cc1CN1CCN(c2ccc([N+](=O)[O-])cc2)CC1 (stereo not given),2,-0.1,-12,1.3
Cc1cc(C)n2c(SCC(=O)OC(C)(C)C)nnc2n1,-1,-0.1,-8,1.8
Clc1ccc(Sc2c(-c3ccc(Br)cc3)nc3ccccn23)cc1,-15,-0.2,4,0.4
O=c1/c(=C\c2ccc(-c3cccc(Cl)c3)o2)sc2nc3ccccc3n12,12,-0.2,11,-0.1

More entries
canonical_smiles,TEAD-YAP block,FBW7 activator,MITF primary,GPR151 activ
COc1cc(/C=C/CN2CCN(Cc3ccccc3)C(CCO)C2)ccc1O (stereo not given),3,-0.1,4,-0.5
Cc1ccc(C(C)C)c(OCC(=O)NNC(=O)CN2C(=O)c3ccccc3C2=O)c1,-3,0.4,0,-0.5
CCOc1ccccc1NC(=O)CCc1c(C)[nH]c(=O)n(C)c1=O,2,-0.2,-8,-0.3
Cc1ccc2[nH]c3c(c2c1)CCCC3=O,-12,-0.1,1,-0.9
CCCC1CCC(C(=O)Nn2c(-c3cccc(Cl)c3)nc3ccccc3c2=O)CC1 (stereo not given),5,0.0,0,-0.2
CCOc1cc(/C=C2/C=C(c3ccc(C)cc3)OC2=O)ccc1OCc1ccc(Br)cc1,8,0.2,11,-1.5
O=C1N[C@H](Cc2ccc(O)cc2)C(=O)N2CCN(Cc3ccc(F)c(F)c3)C[C@H]12,2,0.0,5,-0.4
CC(=O)Nc1ccc(NC(=O)C(=O)c2c(O)[nH]c3ccccc23)cc1,1,0.0,8,0.2
O=C(O)CSc1nnc(C2CC2)n1Cc1ccccc1,-8,0.2,7,-1.7
CCOC(=O)COc1cc2c(C(=O)OCC)c(C)n(CC(C)C)c2c2ccccc12,-5,-0.1,-11,-0.6

New compounds follow.
canonical_smiles,TEAD-YAP block,FBW7 activator,MITF primary,GPR151 activ
CC1CCCN(C(=O)c2c(NC(=O)c3ccccc3F)sc3c2CCC(C(C)(C)C)C3)C1 (stereo not given),7,0.1,14,1.0
Cc1cc(NC(=O)c2ccc(Cl)cc2)nc2c1c(=O)oc1ccccc12,-1,-0.1,4,-0.1
Cc1ccc(S(=O)(=O)Nc2ccc(S(=O)(=O)Nc3ccccc3)cc2[N+](=O)[O-])cc1,1,-0.1,-4,-1.7
Cc1cc(C)c(NC(=O)c2cc(S(=O)(=O)N3CCCC3)cn2C)c(C)c1,-15,-0.2,-5,1.0
C=CCN1C(=O)/C(=C\c2ccc(OCC)cc2)C(=O)NC1=S,0,0.1,8,-0.4
CCn1c(SCC(=O)c2ccccc2)nnc1C(C)C,-15,0.1,-9,13*
CC/C(Cc1ccccc1)=N\NC(=O)c1ccc(N)cc1,-42,0.1,-16,0.3
CC(=O)Nc1cc(NC(C)=O)c(C)c(C(=O)O)c1,4,0.0,-5,2.1
CCCCOc1ccc(C2=N/C(=C\c3ccc(OCC)cc3)C(=O)O2)cc1,8,-0.1,5,1.5
Cc1cccc2nc(CNC(=O)CN3Cc4ccccc4OC(c4ccccc4F)C3)cn12 (stereo not given),-2,1.4,17,-0.7

The list continues.
canonical_smiles,TEAD-YAP block,FBW7 activator,MITF primary,GPR151 activ
CC1(C)CC(=O)C(C=Nc2ccccc2N=CC2=C(O)CC(C)(C)CC2=O)=C(O)C1,-72,-0.1,17,0.6
Cc1ccc(S(=O)(=O)NNC2=NCCCCC2)cc1,3,0.3,11,-1.6
CN(C)S(=O)(=O)c1ccc(C(=O)OCC(=O)N2CC3(C)CC2CC(C)(C)C3)cc1 (stereo not given),3,0.0,-12,0.2
Cc1nc(CN2CCN(C(=O)c3ccc(Br)cc3)CC2)cs1,7,0.0,33,-0.9
C=CCN1C(=O)C(=O)/C(=C(\O)c2ccc(Br)cc2)C1c1ccc(OC)c(OC)c1 (stereo not given),-12,0.0,22,-0.3
CCCCN(CC)S(=O)(=O)c1ccc(C(=O)Nc2sc3c(c2C(N)=O)CCN(C(=O)OCC)C3)cc1,-2,0.0,-7,0.5
O=S(=O)(NCc1cn2ccsc2n1)c1ccc(Oc2ccccc2)cc1,35*,-0.1,-8,0.2
COc1ccc(C2C(C(C)=O)=C(C)N=c3s/c(=C\c4ccc[nH]4)c(=O)n32)c(OC)c1 (stereo not given),3,-0.1,-13,0.9
CN1CCN(C(c2ccccc2Cl)c2nnnn2C2CCCC2)CC1 (stereo not given),-1,0.0,1,-0.7
Cn1cccc1CN1CCN(Cc2ccco2)CC1,-10,0.1,69*,0.8

(listing goes on)
canonical_smiles,TEAD-YAP block,FBW7 activator,MITF primary,GPR151 activ
COc1ccc(CCN(C)CCCOc2ccc(S(=O)(=O)c3[nH]c4ccccc4c3C(C)C)cc2)cc1OC,/,-0.2,25,0.8
Cc1ccc(Nc2nc(Cl)nc(NCCN3CCOCC3)n2)cc1,-11,-0.1,18,-1.1
CN(C)S(=O)(=O)N(CC(=O)Nc1ccccc1Cl)c1ccccc1,14,0.4,22,-1.3
COc1ccc(OCC(=O)OCc2cc(C(C)=O)ccc2OC)cc1,-1,0.1,1,-1.3
CCN(CC)C(=O)Cn1c(=O)oc2cc(S(=O)(=O)N3CC(C)CC(C)C3)ccc21 (stereo not given),3,-0.2,1,0.4
OCCSc1nc(-c2cccnc2)nc2ccccc12,6,0.1,-3,-0.1
CCCCNC(=O)C(=O)NCC(c1ccco1)S(=O)(=O)c1ccccc1 (stereo not given),9,0.3,17,4.2
CC(C)Cn1c(=O)c2ccccc2n2c(SCC(=O)N3CCOCC3)nnc12,4,0.0,3,0.6
COc1ccc(Cn2c(O)c(C3=c4ccccc4=NC3=O)sc2=S)cc1,-3,-0.2,-8,-0.9
CCOc1cc(C)c(S(=O)(=O)N2CCC(C(N)=O)CC2)cc1C(C)C,6,-0.1,-5,0.8

(more compounds)
canonical_smiles,TEAD-YAP block,FBW7 activator,MITF primary,GPR151 activ
COc1ccccc1C(=O)OCc1ccc([N+](=O)[O-])cc1Cl,0,0.1,4,1.0
O=C(NC1CCCCC1)C1CCCN1C(=O)Nc1ccc(Cl)cc1 (stereo not given),-1,0.1,16,0.6
O=S(=O)(NC1CC1)c1ccc(S(=O)(=O)N2CCN(c3ncccn3)CC2)cc1,5,0.2,16,1.3
COC(=O)C1=C(C)N(Cc2ccco2)C(=O)/C1=C\c1cccs1,10,-0.3,18,-1.9
COc1cc(/C=C2\SC(=S)N(NC(=O)Cc3ccccc3)C2=O)cc(OC)c1OC,0,-0.1,7,1.9
CCCOC(=O)c1ccc(OCC(O)Cn2c(CCC)nc3ccccc32)cc1 (stereo not given),-2,-0.1,-3,-0.4
Cc1ccc(-n2cc(CN3CCN4C(=O)[C@H](CO)N(C)C(=O)[C@H]4C3)cn2)cc1,-1,0.2,-8,0.9
CCCC(=O)C1=C(c2ccc(OC)cc2)N(C(=O)CCC)n2cnnc2S1,3,-1.3,2,-1.6
CC(C)C1N=C2c3ccccc3N=C(SCC(=O)c3ccccc3)N2C1=O (stereo not given),-4,-0.1,7,-2.0
COc1cccc2c1OC1(C)CC2NC(=O)N1c1cccc(C(=O)NCc2ccccc2)c1 (stereo not given),14,0.1,-7,-0.7
Cc1cc(N2CCN(Cc3ccc4c(c3)OCO4)CC2)n2ncnc2n1,-13,0.2,-5,0.2
CC1Sc2ccc(C#N)cc2N(Cc2cccc(C#N)c2)C1=O (stereo not given),-7,-0.2,13,-0.6
